FBW7 act: human FBW7 E3 ligase activation, primary screen. normalized activity (activation), % at 26.1 µM. AlphaScreen FBW7–phospho-cyclin E peptide binding, activator screen. 650,000 compounds, 0.13% hits; in the data active means normalized activity above about 1.9%;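 further: purified mutant Fbw7 with reduced substrate affinity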
TEAD-YAP block: TEAD-YAP interaction inhibition; HEK-TIYL cells, TEAD-Gal4/YAP UAS-luciferase luminescence; 640,000 compounds, 1.4% hits; AID 1259422; inhibition, % at 9.12 µM; in the data active means inhibition above about 32%;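 further: 0% = median of test compound wells and 100% = reference inhibitor wells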
GPR151 activ: activates the human receptor GPR151; activation, % at 11.2 µM; PathHunter beta-arrestin GPR151 cells, luminescence; Q8TDV0; 650,000 compounds, 1% hits; AID 1508602; in the data active means activation above about 4.9%;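 further: 0% = median of compound wells and 100% = cells with positive control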
Target sequence (Q8TDV0 whole entry, looked up): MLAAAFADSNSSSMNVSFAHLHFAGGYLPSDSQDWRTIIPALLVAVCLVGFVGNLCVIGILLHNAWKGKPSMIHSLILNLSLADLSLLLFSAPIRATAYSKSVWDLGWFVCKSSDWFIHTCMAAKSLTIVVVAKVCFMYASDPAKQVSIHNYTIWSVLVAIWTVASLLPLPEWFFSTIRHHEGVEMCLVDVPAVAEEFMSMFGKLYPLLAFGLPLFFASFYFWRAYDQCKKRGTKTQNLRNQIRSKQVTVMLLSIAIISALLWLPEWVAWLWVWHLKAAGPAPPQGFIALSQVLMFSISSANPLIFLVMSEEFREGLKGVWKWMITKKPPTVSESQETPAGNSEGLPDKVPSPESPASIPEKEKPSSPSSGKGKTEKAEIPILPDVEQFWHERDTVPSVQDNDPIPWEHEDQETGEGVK
MITF inh: inhibitors of human MITF; AlphaScreen MITF homodimerization, bead proximity signal; inhibition, % at 2.6 µM; 650,000 compounds, 0.91% hits; in the data active means inhibition above about 50%;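 further: 0% = vehicle wells with protein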
Target sequence (O75030 whole entry, looked up): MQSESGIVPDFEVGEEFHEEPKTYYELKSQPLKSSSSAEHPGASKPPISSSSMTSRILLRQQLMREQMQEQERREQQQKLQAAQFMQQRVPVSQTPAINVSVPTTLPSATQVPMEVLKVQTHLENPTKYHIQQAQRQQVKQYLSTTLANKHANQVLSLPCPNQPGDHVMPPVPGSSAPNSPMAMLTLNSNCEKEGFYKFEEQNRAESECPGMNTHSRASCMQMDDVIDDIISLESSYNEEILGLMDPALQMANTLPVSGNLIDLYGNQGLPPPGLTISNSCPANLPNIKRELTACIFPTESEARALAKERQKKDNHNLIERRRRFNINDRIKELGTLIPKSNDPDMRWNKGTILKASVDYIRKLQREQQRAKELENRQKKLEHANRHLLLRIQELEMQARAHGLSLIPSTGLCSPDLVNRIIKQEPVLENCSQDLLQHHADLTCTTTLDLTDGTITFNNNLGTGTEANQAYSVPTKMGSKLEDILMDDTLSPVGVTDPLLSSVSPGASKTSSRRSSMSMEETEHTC
An asterisk follows results filed as active; . = not tested or not shown.

Molecule	FBW7 act	MITF inh	TEAD-YAP block	GPR151 activ
CC1=NN(c2ccccc2)C(=O)/C1=C\c1cccc(Oc2ccccc2)c1	0.0	12	2	0.4
Cc1cc(C)c2nc(N(CCCN3CCOCC3)C(=O)COc3ccccc3)sc2c1	0.1	13	-26	-1.1
O=C(COC(=O)c1ccco1)Nc1cccc2ccccc12	0.7	1	16	1.3
CCOc1cccc(C2CC(c3ccc(Cl)cc3)=NC(c3ccc(C)cc3)N2)c1O (centres undefined)	-0.2	3	8	1.7
N#Cc1c(NC(=O)COC(=O)c2c3c(nc4ccccc24)CCCC3)sc2c1CCCC2	-0.1	-6	4	1.5
O=C(Cc1ccc(Cl)cc1)NNC(=O)CC12CC3CC(CC(C3)C1)C2	-0.2	-12	9	-0.8
CCOC(=O)C1=C(C)Nc2ncnn2C1/C(C)=C/c1ccccc1 (centres undefined)	0.7	8	3	-1.3
CCCCCOC(=O)c1ccc2c(c1)C(=O)N(CNc1ccc(Br)cc1)C2=O	0.1	9	-3	-0.7
C=CS(=O)(=O)c1ccc(C(C)(C)C)cc1	0.0	19	68*	2.9
CS/C(N)=N\N=C\c1c(O)ccc2ccccc12	0.0	-1	-54	-0.9
N#CCCCSc1nnc(-c2ccc(C(N)=S)cc2)o1	-0.4	-8	-4	-1.3
Cc1ccc(O[C@@H]2[C@H](O)CO[C@@H]2/C=C/C#Cc2ccc(C(C)(C)C)cc2)cc1	-0.2	-1	.	-0.1
Cc1cc(NC(=O)COc2coc(CN3CCN(c4ccc(F)cc4)CC3)cc2=O)no1	0.1	14	-4	-0.8
CCCC(=O)Nc1nnc(-c2ccccc2Cl)s1	-0.2	-15	13	0.2
COc1cc(Cl)c(C)cc1NC(=O)c1ccccc1[N+](=O)[O-]	-0.1	-4	2	0.8
Cc1[nH]nc2nc(SCC(=O)N3CCCC3)n(-c3cccc(Cl)c3)c(=N)c12	0.2	4	-19	2.2
NC(=O)c1ccc(-c2nc(NCc3ccccc3)c3ncn(C4CCCCC4)c3n2)cc1	0.1	2	18	-0.1
Cn1c(=O)oc2cc(C(=O)c3ccc4c(c3)oc(=O)n4C)ccc21	-0.1	-10	11	0.1
CCC(CC)=NNC(=O)c1cc(C)nc2ccccc12	-0.1	-2	48*	0.9
COC1CCN(Cc2nc(N3CCOCC3)c3cc(Cl)ccc3n2)CC1	-0.1	-8	0	0.2
Cc1ccc(CC(=S)N2CCOCC2)cc1	0.3	-10	6	0.9
NNC(=O)c1ccc(-c2ccccc2)cc1	0.1	-3	-5	-0.8
COc1cc(C2NC(=O)NC(C)=C2C(=O)OCC2CCCO2)ccc1O (centres undefined)	0.0	-10	-3	-0.3
O=C(NCCC1=CCCCC1)c1ccccc1I	0.1	-6	-92	-0.1
Cc1ccc(C(CC(=O)N2CCOCC2)c2ccco2)cc1 (centres undefined)	-0.3	-9	-7	1.4
COc1ccc(-c2nc3cnccn3c2N)cc1	0.2	1	-16	0.6
Cc1nc2c(-c3ccc(F)cc3)c(C)nn2c(NCCCN2CCOCC2)c1C	0.1	2	-3	1.3
O=C(COn1nnc2ccc([N+](=O)[O-])cc21)Nc1nc2ccccc2s1	0.6	20	-7	-0.2
CC(C)OC(=O)C(C)Oc1ccc2c(=O)c(Oc3ccccc3Br)c(C(F)(F)F)oc2c1 (centres undefined)	0.0	-4	10	-0.1
COc1cc(-c2nc3nc(C)cc(C)n3n2)cc(OC)c1OC	-0.1	15	-5	2.4
C=C(C)CC(Nc1ccccc1)c1ccco1 (centres undefined)	0.2	-7	-7	-0.8
COc1cccc(CN(CC2CCN(C)CC2)C(=O)Nc2ccc(-c3cn[nH]c3)cc2)c1	0.0	-2	-4	4.0
O=C(Nc1cccc(F)c1)C1CCN(C(=O)Cc2ccccc2)CC1	0.9	4	1	-0.5
COC(=O)c1cc(NC(=O)Nc2ccc(Cl)c(Cl)c2)cc(C(=O)OC)c1	0.1	10	5	-0.3
CC(C)(C)c1ccc(OCCCCN2CCOCC2)cc1	1.2	14	-2	0.5
Cc1cc(C)nc(N/N=C/c2cccc(Cl)c2)n1	-0.2	-10	-34	0.8
O=S(=O)(N1CCCCC1)N1CCNCC1	0.1	8	8	0.3
CCCCn1c(SCC(=O)OC)nnc1-c1ccccc1	-0.1	4	-2	0.0
CCOC(=O)c1c(NC(=O)Cn2nc([N+](=O)[O-])cc2C)sc2c1CCC2	0.0	-7	-11	2.4
COc1ccccc1N1CCN(c2ncnc3c2c(-c2ccccc2)cn3-c2ccc(C)c(Cl)c2)CC1	0.0	3	1	-1.2
O=C(/C=C/c1cccc(F)c1F)NCC1CCC2(CCN(Cc3ccncc3)CC2)O1 (centres undefined)	-0.1	5	-8	0.6
OC(CN=Cc1ccccc1)c1ccccc1 (centres undefined)	0.3	14	1	0.0
COc1ccc(NC(=O)CC2C(=O)N(c3ccccc3)C(=S)N2Cc2ccc3c(c2)OCO3)cc1 (centres undefined)	0.0	19	5	-0.8
COc1ccc(Cc2nnc(NC(=O)c3ccccc3C)s2)cc1	-0.2	14	6	0.6
CNC(=O)Cc1cn(Cc2cc(OC)cc(OC)c2)c2ccccc12	0.1	12	-6	-0.2
COc1ccc(C)c2sc(NN)nc12	0.1	4	12	0.2
COC(=O)c1ccc(N=Cc2cccc(O)c2)cc1	-0.2	-3	-13	-0.4
N=c1sccn1CC(=O)Nc1ccc2c(c1)OCCO2	0.1	13	6	-1.2
COC(=O)c1ccc(OC(=O)CSc2ccccc2[N+](=O)[O-])cc1	-0.2	-7	0	0.2
CCCC(c1nnnn1Cc1ccc(OC)cc1)N1CCN(C)CC1 (centres undefined)	1.3	12	-6	0.3
Cc1ccc(Cl)cc1NC(=O)Nc1nnc(N2CCCCCC2)s1	-0.1	11	4	0.9
CC(C)Oc1cc(O)c2c(=O)c(-c3ccc(O)cc3)coc2c1	0.2	3	57*	0.0
COCCNC(=O)NC(=O)COC(=O)C12CC3CC(CC(NC(C)=O)(C3)C1)C2	0.5	22	1	-0.7
NC(=O)c1ccc(NC(=O)COC(=O)c2cn(-c3ccccc3)nc2-c2ccccc2)cc1	0.1	8	7	-1.1
O=C(CC1C(=O)N(c2ccccc2)C(=O)N1Cc1ccc2c(c1)OCO2)Nc1ccccc1 (centres undefined)	0.0	-3	0	1.5
CCOC(=O)CC(NC(=O)COc1ccc(Cl)cc1)c1ccc(C)cc1 (centres undefined)	0.0	14	10	0.5
CCOC(=O)C1=C(c2ccccc2)N=c2s/c(=C\c3cccc(OC)c3)c(=O)n2C1c1cccs1 (centres undefined)	-0.2	-1	7	0.3
CCn1c(SCC(=O)NCc2ccc(C)cc2)nc2ccsc2c1=O	-0.1	3	13	0.5
Cc1cc(NC(=O)Cc2ccccc2[N+](=O)[O-])no1	-0.1	-1	-4	-0.3
Cc1ccc(N(C(=O)C2CC2)C2C=CS(=O)(=O)C2)cc1C (centres undefined)	-0.1	-8	10	-0.9

Single entries from above.
CCOC(=O)C1=C(c2ccccc2)N=c2s/c(=C\c3cccc(OC)c3)c(=O)n2C1c1cccs1 (centres undefined) in FBW7 act → -0.2
Cc1cc(NC(=O)Cc2ccccc2[N+](=O)[O-])no1 in TEAD-YAP block → -4
CCCC(c1nnnn1Cc1ccc(OC)cc1)N1CCN(C)CC1 (centres undefined) in FBW7 act → 1.3
Cc1ccc(Cl)cc1NC(=O)Nc1nnc(N2CCCCCC2)s1 in MITF inh → 11
COCCNC(=O)NC(=O)COC(=O)C12CC3CC(CC(NC(C)=O)(C3)C1)C2 in FBW7 act → 0.5
Cc1ccc(N(C(=O)C2CC2)C2C=CS(=O)(=O)C2)cc1C (centres undefined) in MITF inh → -8
O=C(/C=C/c1cccc(F)c1F)NCC1CCC2(CCN(Cc3ccncc3)CC2)O1 (centres undefined) in GPR151 activ → 0.6

Carrying on:
Molecule	FBW7 act	MITF inh	TEAD-YAP block	GPR151 activ
CCOC(=O)Cn1c(C)[n+](C)c2cc(Cl)c(Cl)cc21	0.3	13	2	-0.1
COc1ccccc1N1CCN(C(=O)/C=C/c2cccs2)CC1	0.5	20	-4	-0.2
C=C1C(N)CC2CC1C2(C)C (centres undefined)	0.0	8	2	0.3
C/C(CC(=O)Nc1cccc(Cl)c1C)=N\NC(=O)c1ccc(F)cc1	-0.1	1	-31	1.9
COc1ccc(NS(=O)(=O)c2ccc3c(c2)SCC(=O)N3)cc1	0.1	6	-4	-0.4
Cc1ccc(NC(=O)CN(C)c2nnc(N3CCCC3=O)s2)cc1	0.1	-9	-3	-0.7
CCOc1ccc(NCC(=O)N/N=C/c2ccccc2F)cc1	0.0	0	8	-0.2
COc1cc(/C=C(/C#N)C(=O)Nc2cccc(Br)c2)cc(OC)c1O	0.0	13	0	1.3
Cc1cccc(-c2nc3scc(CCNC(=O)c4ccc5ccccc5c4)n3n2)c1	-0.1	-6	5	-0.1
CN=C1S/C(=C\c2ccc(Oc3ccc([N+](=O)[O-])cc3C#N)c(OC)c2)C(=O)N1C	-0.2	-12	-6	0.4
Cc1cc(S(=O)(=O)Nc2ccc3c(c2)OCCO3)ccc1-n1cnnn1	-0.2	53*	-1	0.7
CCNc1nc(NCC)nc(N/N=C/c2ccc(OC)c(OCc3ccccc3)c2)n1	-0.3	1	10	-1.9
CCN(C(=O)COC(=O)c1c(C)noc1C)C1CCS(=O)(=O)C1 (centres undefined)	0.1	-9	-2	-5.8
O=C1O/C(=C\C(=O)N2CCOCC2)c2ccccc21	-0.1	6	10	1.2
C=CCOc1ccc2c(c1)C(=NNC(N)=O)c1cc(OCC=C)ccc1-2	-0.1	6	2	0.5
CCC(C)(C)C1CCc2c(sc(NC(=O)CCCOc3ccc(Cl)cc3C)c2C#N)C1 (centres undefined)	-0.1	-5	-9	-0.6
CCSc1nnc2c(n1)OC(CC)N(C(=O)CC)c1ccccc1-2 (centres undefined)	0.1	2	-3	1.0
O=C(O)Cn1c(=O)c2c(ncn2Cc2ccccc2)n(Cc2ccccc2)c1=O	-0.1	0	1	-0.2
CCN1C(=O)/C(=C2\SC(N3CCCCCC3)=NC2=O)c2cc(Br)ccc21	0.3	5	-23	-1.6
O=C1Nc2ccc(S(=O)(=O)Nc3cc(Cl)ccc3Cl)c3cccc1c23	-0.1	0	-5	-1.1

Compounds from the list above that contain a furan ring, fused or not, in the order listed:
Molecule	FBW7 act	MITF inh	TEAD-YAP block	GPR151 activ
O=C(COC(=O)c1ccco1)Nc1cccc2ccccc12	0.7	1	16	1.3
Cc1ccc(C(CC(=O)N2CCOCC2)c2ccco2)cc1 (centres undefined)	-0.3	-9	-7	1.4
C=C(C)CC(Nc1ccccc1)c1ccco1 (centres undefined)	0.2	-7	-7	-0.8

(list continues)
Molecule	FBW7 act	MITF inh	TEAD-YAP block	GPR151 activ
CSc1nsc(SC)c1C(=O)NCCNC(C)=O	-0.1	8	8	0.2
O=C1NC(=O)/C(=C\c2cccn2-c2ccc(F)cc2)N1	0.0	8	13	0.4
COc1ccc(C(=O)Nc2ccc(Cl)c(-c3nc4ccccc4s3)c2)cc1[N+](=O)[O-]	-0.1	5	-1	0.6
O=C1NC(=O)N(c2ccc(F)cc2)C(=O)/C1=C\c1ccc(SCc2ccco2)o1	-1.0	87*	12	0.8
O=C(CN1CCC2(CC1)NC(=O)N(Cc1ccc(F)cc1)C2=O)N1CCOCC1	-0.2	-9	6	-0.8
CCc1nc(SCC(=O)Nc2cccc(C(F)(F)F)c2)c(C#N)cc1C	0.3	8	11	1.1
CC(=O)Oc1ccc(/C=N/NC(=O)COc2ccc(F)cc2)c(OC(C)=O)c1	0.0	17	16	-0.3
COc1ccccc1C(=O)N1CCC(C2(C)NC(=O)N(Cc3ccc(F)cc3)C2=O)CC1 (centres undefined)	0.1	16	14	0.0
O=C(Nc1cccnc1)c1ccc(C(=O)Nc2cccnc2)cc1	0.1	7	4	-0.4
COc1ccc(CC(=O)NCC(c2ccc(N(C)C)cc2)N2CCc3ccccc3C2)cc1 (centres undefined)	0.1	-3	7	-1.4
Cc1ccc(C(=O)O/N=C(\N)c2ccc([N+](=O)[O-])cc2)c(Cl)c1	-0.2	-1	-7	0.0
Cc1cc(N2CCOCC2)ccc1/C=C1/SC(=S)NC1=O	0.1	8	7	1.5
CCOc1ccc(N2C(=O)/C(=C\c3ccc4c(c3)OCO4)S(=O)(=O)C2c2cccc([N+](=O)[O-])c2)cc1 (centres undefined)	0.0	1	1	0.2
CN(C)C(=O)CSc1n[nH]c(-c2ccco2)n1	0.0	-2	5	-0.9
CC(C)(C)CN1CCNC(=O)C1CC(=O)N1CCN(Cc2cccnc2)CC1 (centres undefined)	-0.1	5	-1	0.0
O=C(Cn1c(=O)n(CC2CCCO2)c(=O)c2ccccc21)Nc1ccc2c(c1)OCCO2 (centres undefined)	0.1	-4	-1	0.7
O=C1N/C(=C\c2ccc3ccccc3n2)c2c1cccc2[N+](=O)[O-]	0.0	0	-8	-1.6
COc1cccc(NC(=O)c2cc([N+](=O)[O-])ccc2N2CCC(C)CC2)c1	0.1	5	-2	1.9
COc1ccc2sc(N(CC3CCCO3)C(=O)c3cc(C)n(C)n3)nc2c1 (centres undefined)	0.1	3	-22	1.1
O=C1NC(=O)N(c2ccc(F)cc2)C(=O)/C1=C/c1cc(Br)ccc1O	0.3	13	14	-0.2
COCCNC(=O)c1ccc2c(c1)ncn2-c1ccc(F)cc1F	0.2	7	-39	-0.5
